APJ antagonist: blocks the human apelin receptor APJ; P35414; 330,000 compounds, 0.32% hits; CHO-K1 APJ beta-arrestin complementation, luminescence; inhibition, % at 20 µM;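 active means inhibition above about 40% at 20 µM, limit read from the data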;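 further: cells challenged with 10 nM apelin-13 agonist together with compound; plate controls were apelin-13 plus DMSO wells for no effect and DMSO wells lacking apelin-13 for full effect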
Target sequence (P35414 whole entry, looked up): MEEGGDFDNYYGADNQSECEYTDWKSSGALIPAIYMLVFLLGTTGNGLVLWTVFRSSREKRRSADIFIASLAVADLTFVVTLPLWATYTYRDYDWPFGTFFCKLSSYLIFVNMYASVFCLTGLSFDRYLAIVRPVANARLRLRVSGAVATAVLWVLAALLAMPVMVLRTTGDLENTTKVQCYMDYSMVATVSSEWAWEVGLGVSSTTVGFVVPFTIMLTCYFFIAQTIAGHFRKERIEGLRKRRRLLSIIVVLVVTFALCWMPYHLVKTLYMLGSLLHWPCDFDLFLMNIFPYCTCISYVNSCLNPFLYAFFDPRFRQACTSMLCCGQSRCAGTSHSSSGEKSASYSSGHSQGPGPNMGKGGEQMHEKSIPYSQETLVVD
APJ ag: agonists of human APJ apelin receptor | CHO-K1 APJ PathHunter beta-arrestin, luminescence; 0% DMSO wells, 100% apelin | activation, % at 20 µM | P35414 | AID 2520 | 330,000 compounds, 0.11% hits;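 active means activation more than six SD over the plate average, tested at 20 µM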;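 further: 0% = DMSO alone and 100% = apelin-13 at 10 nM; some results filed as inactive read as strong as hits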
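Material: CHO-K1 APJ beta-arrestin complementation cell line; Input: cell density 1000 per well; Incubation: compound stimulation 90 min at 25 °C, detection 60 min; Signal: luminescence from split beta-galactosidase complementation, Galacton Star/Emerald II substrate; Controls: DMSO-only wells as negative, 10 nM Apelin-13 as positive control.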
TIM10 inh: growth inhibitors of TIM10 yeast strain; inhibition, % at 10 µM; AID 463195; 330,000 compounds, 1.4% hits; S. cerevisiae TIM10 strain growth, BacTiter-Glo luminescence, 24 h;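 active means inhibition of 40% or more at the single tested concentration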;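 further: wild-type TIM10 isogenic control strain grown at permissive 25 °C; 0% = DMSO yeast wells and 100% = minimal medium wells without yeast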
tim23-1 inh: tim23-1 yeast growth inhibition; S. cerevisiae tim23-1 growth, BacTiter-Glo luminescence, 24 h; inhibition, % at 20 µM; AID 463212; 330,000 compounds, 1.3% hits;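 active means growth inhibition of the mutant yeast at or above 50%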;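 further: temperature-sensitive mutant grown at 25 °C; plate controls were DMSO-treated mutant yeast for no effect and medium wells lacking yeast for full effect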
UPR CHOP act: apoptotic UPR (CHOP) activation; CHO-CHOP luciferase reporter, luminescence; percent of tunicamycin response over DMSO baseline; activation, % at 10 µM; 330,000 compounds, 0.34% hits;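 active means at 10 µM dose, activation of 40% or more, normalized to positive control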;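 further: 100% = tunicamycin at 10 µg/mL and 0% = DMSO alone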
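System: CHO-CHOP luciferase reporter cell line; amount: 500 cells/well; buffer or medium: F12 medium containing 10% fetal bovine serum; incubation: 6 h compound exposure at 37 °C after overnight seeding; measured by: luciferase luminescence after 10 min with Steady-Glo reagent; evaluation: % reporter activation, DMSO baseline versus tunicamycin full activation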
Mdm2 MdmX PPI: inhibitors of human Mdm2/MdmX interaction; O15151+Q00987; SaOS-2 split-luciferase Mdm2/MdmX complementation, luminescence; inhibition, % at 8 µM; 330,000 compounds, 3% hits; AID 485346;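 active means inhibition of at least 50% at 8 µM in the primary screen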
CXCR6 block: blocks human CXCR6 beta-arrestin recruitment | AID 602244 | 360,000 compounds, 0.36% hits | O00574 | CHO-K1 PathHunter CXCR6 beta-arrestin, luminescence | inhibition, % at 20 µM; in the data active means inhibition above about 34%, passing the limit was not always enough;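 further: antagonist mode with CXCL16 agonist at 10 nM final; 0% = 10 nM CXCL16 with DMSO and 100% = unstimulated wells without agonist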
Target sequence (O00574 whole entry, looked up): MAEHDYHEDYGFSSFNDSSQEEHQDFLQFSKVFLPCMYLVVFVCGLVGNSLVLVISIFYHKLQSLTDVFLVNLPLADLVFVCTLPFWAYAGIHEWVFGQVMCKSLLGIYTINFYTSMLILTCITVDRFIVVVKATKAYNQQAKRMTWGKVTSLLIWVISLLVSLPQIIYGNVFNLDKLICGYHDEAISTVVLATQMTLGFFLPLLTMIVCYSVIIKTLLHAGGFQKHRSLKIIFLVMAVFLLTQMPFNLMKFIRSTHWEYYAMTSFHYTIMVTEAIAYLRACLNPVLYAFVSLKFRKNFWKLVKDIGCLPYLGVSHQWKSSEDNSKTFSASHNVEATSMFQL
tim10-1 inh: growth inhibitors of tim10-1 mutant yeast | S. cerevisiae tim10-1 ts strain growth, BacTiter-Glo, 24 h | inhibition, % at 20 µM | 330,000 compounds, 2.2% hits;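 active means inhibition of at least 40%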;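 further: mutant grown at 25 °C; 0% = DMSO wells with yeast and 100% = wells holding no yeast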
XBP1 UPR activ: activators of adaptive arm of unfolded protein response (XBP1); AID 463104; CHO-XBP1 luciferase reporter, IRE1-XBP1 UPR activation, luminescence; percent of tunicamycin response, DMSO as zero; activation, % at 20 µM; 330,000 compounds, 0.33% hits;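 active means versus positive control, 20 µM dose yields 30% or more activation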;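 further: 100% = tunicamycin at 10 µg/mL and 0% = DMSO only wells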
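assay system = CHO-XBP1 luciferase reporter cells | amount = 1000 cells/well | buffer or medium = F12 plus 10% FBS | compound dosing = single point, 20 µM final compound, 1% DMSO | incubation = 16-18 h cell attachment at 37 °C, then 6 h compound exposure | detection = Steady-Glo luminescence read | controls = tunicamycin 10 µg/mL and vehicle-only wells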
An asterisk follows results filed as active.

What do the screens show for `CC(=O)c1cnn(-c2ccc(Cl)cc2)c1C`?
APJ antagonist: -13; APJ ag: -1; TIM10 inh: 14; tim23-1 inh: 4; UPR CHOP act: 0.7; Mdm2 MdmX PPI: 6; CXCR6 block: -1; tim10-1 inh: 14; XBP1 UPR activ: 4

Results for CN(C)C(=O)NC(NC(=S)Nc1ccccc1)C(Cl)(Cl)Cl (stereo not given) ?
APJ antagonist: 9; APJ ag: -2; TIM10 inh: -5; tim23-1 inh: 0; UPR CHOP act: 1.0; Mdm2 MdmX PPI: 8; CXCR6 block: -2; tim10-1 inh: -3; XBP1 UPR activ: 1

Results for Cc1ccc(-c2nnc(N3CCCCC3)c3ccccc23)cc1S(=O)(=O)N(C)C ?
APJ antagonist: 6; APJ ag: -1; TIM10 inh: 27; tim23-1 inh: 44; UPR CHOP act: -2.2; Mdm2 MdmX PPI: 23; CXCR6 block: 1; tim10-1 inh: 38; XBP1 UPR activ: -2

What do the screens show for `COc1ccc2[nH]c(C(=O)N3CCN(Cc4ccccc4)CC3)cc2c1OC`?
APJ antagonist: 16; APJ ag: -5; TIM10 inh: 14; tim23-1 inh: 29; UPR CHOP act: 0.8; Mdm2 MdmX PPI: -9; CXCR6 block: -3; tim10-1 inh: 4; XBP1 UPR activ: -1

Results for CCOC(=O)c1cc(-c2ccc(OC)cc2)n[nH]1 ?
APJ antagonist: -3; APJ ag: 1; TIM10 inh: 12; tim23-1 inh: 16; UPR CHOP act: 4.6; Mdm2 MdmX PPI: -45; CXCR6 block: -6; tim10-1 inh: 30; XBP1 UPR activ: 7

Results for COc1ccc(C2NC(=O)NC(C)=C2C(=O)OC2CCCC(C)C2)cc1 (stereo not given) ?
APJ antagonist: -2; APJ ag: -1; TIM10 inh: -1; tim23-1 inh: 23; UPR CHOP act: -0.3; Mdm2 MdmX PPI: -15; CXCR6 block: -1; tim10-1 inh: 13; XBP1 UPR activ: 1

Results for CCc1ccc2[nH]c(=O)c(CN(CCCN3CCOCC3)C(=O)Nc3ccc(Cl)cc3)cc2c1 ?
APJ antagonist: -12; APJ ag: -3; TIM10 inh: -12; tim23-1 inh: -4; UPR CHOP act: -1.1; Mdm2 MdmX PPI: 34; CXCR6 block: 4; tim10-1 inh: 6; XBP1 UPR activ: 2

How did Cc1ccccc1OCC(=O)OCC(=O)NCc1ccc2c(c1)OCO2 do in these assays?
APJ antagonist: 7; APJ ag: -1; TIM10 inh: 6; tim23-1 inh: 26; UPR CHOP act: -0.7; Mdm2 MdmX PPI: -8; CXCR6 block: 0; tim10-1 inh: 21; XBP1 UPR activ: -4

How did CCCCCn1c(=S)[nH]c2ncccc2c1=O do in these assays?
APJ antagonist: 24; APJ ag: 4; TIM10 inh: 3; tim23-1 inh: -14; UPR CHOP act: 0.2; Mdm2 MdmX PPI: 32; CXCR6 block: 1; tim10-1 inh: 10; XBP1 UPR activ: 1

Results for C/C(=N\Nc1ccc([N+](=O)[O-])cc1[N+](=O)[O-])c1cccnc1 ?
APJ antagonist: 4; APJ ag: 0; TIM10 inh: -13; tim23-1 inh: 17; UPR CHOP act: -0.5; Mdm2 MdmX PPI: 19; CXCR6 block: -15; tim10-1 inh: -36; XBP1 UPR activ: -3

Brought forward from above: 2 compounds, followed by the next part.
How did CCCCCn1c(=S)[nH]c2ncccc2c1=O do in these assays?
APJ antagonist: 24; APJ ag: 4; TIM10 inh: 3; tim23-1 inh: -14; UPR CHOP act: 0.2; Mdm2 MdmX PPI: 32; CXCR6 block: 1; tim10-1 inh: 10; XBP1 UPR activ: 1

Results for C/C(=N\Nc1ccc([N+](=O)[O-])cc1[N+](=O)[O-])c1cccnc1 ?
APJ antagonist: 4; APJ ag: 0; TIM10 inh: -13; tim23-1 inh: 17; UPR CHOP act: -0.5; Mdm2 MdmX PPI: 19; CXCR6 block: -15; tim10-1 inh: -36; XBP1 UPR activ: -3

Results for COc1ccccc1OCCNC(=O)CNC(=O)c1ccc(Cl)c(Cl)c1 ?
APJ antagonist: 19; APJ ag: -5; TIM10 inh: 4; tim23-1 inh: 1; UPR CHOP act: 0.1; Mdm2 MdmX PPI: 17; CXCR6 block: 4; tim10-1 inh: 18; XBP1 UPR activ: -2

Results for CCOC(=O)[C@H]1[C@H]2COc3ccc(OC)cc3[C@@H]2N2C(=O)c3cc(F)c(F)cc3NC(=O)[C@@]12C ?
APJ antagonist: 14; APJ ag: -3; TIM10 inh: 10; tim23-1 inh: 17; UPR CHOP act: 3.8; Mdm2 MdmX PPI: 12; CXCR6 block: 3; tim10-1 inh: 23; XBP1 UPR activ: -2

Results for COc1ccc(C(=O)Nc2nc3c(s2)CCCC3)cc1S(=O)(=O)N1CCCc2ccccc21 ?
APJ antagonist: 7; APJ ag: -5; TIM10 inh: 17; tim23-1 inh: 12; UPR CHOP act: 23; Mdm2 MdmX PPI: 91*; CXCR6 block: 2; tim10-1 inh: 18; XBP1 UPR activ: -1

What do the screens show for `Cc1ccc(OCC(=O)Nc2cc(C(=O)O)cc(C(=O)O)c2)cc1C`?
APJ antagonist: -16; APJ ag: 0; TIM10 inh: 11; tim23-1 inh: 2; UPR CHOP act: 0.1; Mdm2 MdmX PPI: -31; CXCR6 block: -2; tim10-1 inh: -1; XBP1 UPR activ: -3

How did COc1ccc(C2CCCN2C(=S)Nc2ccc(C)c(C)c2)cc1OC (stereo not given) do in these assays?
APJ antagonist: -15; APJ ag: 0; TIM10 inh: 11; tim23-1 inh: 40; UPR CHOP act: -2.2; Mdm2 MdmX PPI: 19; CXCR6 block: -14; tim10-1 inh: 16; XBP1 UPR activ: -4

What do the screens show for `CCC(=O)c1ccc(OCC(=O)OCC(=O)NCC2CCCCC2)cc1`?
APJ antagonist: -1; APJ ag: 10; TIM10 inh: 6; tim23-1 inh: 18; UPR CHOP act: 1.2; Mdm2 MdmX PPI: -12; CXCR6 block: -6; tim10-1 inh: 18; XBP1 UPR activ: 5

Results for COc1ccccc1C(=O)NCCC(=O)N1CCN(S(=O)(=O)c2cccc(Cl)c2)CC1 ?
APJ antagonist: -77; APJ ag: -1; TIM10 inh: 8; tim23-1 inh: 14; UPR CHOP act: -2.3; Mdm2 MdmX PPI: -29; CXCR6 block: -12; tim10-1 inh: 16; XBP1 UPR activ: -1

What do the screens show for `Cc1c(C(=O)C(=O)N2CC=C(c3ccccc3)CC2)c2ccccc2n1C`?
APJ antagonist: -27; APJ ag: 8; TIM10 inh: 10; tim23-1 inh: 42; UPR CHOP act: -0.2; Mdm2 MdmX PPI: 44; CXCR6 block: -8; tim10-1 inh: 17; XBP1 UPR activ: 3

What do the screens show for `O=C(O)C(Cc1cn[nH]n1)=NO`?
APJ antagonist: 5; APJ ag: -1; TIM10 inh: 1; tim23-1 inh: -4; UPR CHOP act: -2.9; Mdm2 MdmX PPI: -23; CXCR6 block: -16; tim10-1 inh: -2; XBP1 UPR activ: 8

What do the screens show for `O=C(Nc1c(C(=O)N2CCOCC2)cnn1-c1ccccc1)c1ccc(F)cc1`?
APJ antagonist: 3; APJ ag: -2; TIM10 inh: -2; tim23-1 inh: -11; UPR CHOP act: 0.4; Mdm2 MdmX PPI: 9; CXCR6 block: -2; tim10-1 inh: -4; XBP1 UPR activ: 0

What do the screens show for `CN1CCN(C(CNS(=O)(=O)c2ccc(Cl)cc2)c2cccnc2)CC1` (stereo not given)?
APJ antagonist: -2; APJ ag: 1; TIM10 inh: 6; tim23-1 inh: 7; UPR CHOP act: -0.4; Mdm2 MdmX PPI: -1; CXCR6 block: -13; tim10-1 inh: 4; XBP1 UPR activ: 0

What do the screens show for `C=CCOc1ccc(/C(O)=C2/C(=O)C(=O)N(CCN3CCOCC3)C2c2ccc(C)cc2)cc1` (stereo not given)?
APJ antagonist: 9; APJ ag: -4; TIM10 inh: -6; tim23-1 inh: 6; UPR CHOP act: 0.5; Mdm2 MdmX PPI: 26; CXCR6 block: 1; tim10-1 inh: 22; XBP1 UPR activ: -1

How did COc1ccc2cc(C(=O)NCC(=O)O)sc(=O)c2c1OC do in these assays?
APJ antagonist: 18; APJ ag: 0; TIM10 inh: 3; tim23-1 inh: 7; UPR CHOP act: 7.8; Mdm2 MdmX PPI: -6; CXCR6 block: -5; tim10-1 inh: 8; XBP1 UPR activ: 0

Results for CCCC(C)C(=O)Nc1cccc(NC(C)=O)c1 (stereo not given) ?
APJ antagonist: 8; APJ ag: -1; TIM10 inh: 5; tim23-1 inh: 16; UPR CHOP act: 0.4; Mdm2 MdmX PPI: -11; CXCR6 block: -2; tim10-1 inh: 14; XBP1 UPR activ: -1

What do the screens show for `Cc1cnn(C(=O)Cn2nc(C(F)F)c(Br)c2C)c1`?
APJ antagonist: 13; APJ ag: 0; TIM10 inh: -2; tim23-1 inh: 14; UPR CHOP act: 1.8; Mdm2 MdmX PPI: 16; CXCR6 block: 6; tim10-1 inh: 9; XBP1 UPR activ: -2

How did COc1cccc2c(=O)n(CC(=O)NC3CCCCC3)ccc12 do in these assays?
APJ antagonist: -13; APJ ag: -1; TIM10 inh: 4; tim23-1 inh: -3; UPR CHOP act: -1.9; Mdm2 MdmX PPI: 9; CXCR6 block: 1; tim10-1 inh: -13; XBP1 UPR activ: 1

Results for COc1ccc(N2CCN(C(CNC(=O)c3cccc(Cl)c3)c3cccnc3)CC2)cc1 (stereo not given) ?
APJ antagonist: 9; APJ ag: -1; TIM10 inh: -2; tim23-1 inh: 9; UPR CHOP act: -0.6; Mdm2 MdmX PPI: 19; CXCR6 block: 2; tim10-1 inh: 17; XBP1 UPR activ: 2

How did COc1cccc(-c2nc(CCl)cs2)c1 do in these assays?
APJ antagonist: 9; APJ ag: -2; TIM10 inh: -19; tim23-1 inh: 7; UPR CHOP act: 3.4; Mdm2 MdmX PPI: 8; CXCR6 block: 0; tim10-1 inh: -3; XBP1 UPR activ: 5

Results for Cc1cccc(OCc2nnc(SCC(=O)N(C)C3CCCCC3)o2)c1 ?
APJ antagonist: 0; APJ ag: -6; TIM10 inh: 8; tim23-1 inh: 24; UPR CHOP act: 2.1; Mdm2 MdmX PPI: 18; CXCR6 block: -6; tim10-1 inh: 34; XBP1 UPR activ: -4

Results for CCCNc1nc2c(c(=O)n(C)c(=O)n2C)n1Cc1cccc(C)c1 ?
APJ antagonist: 21; APJ ag: 3; TIM10 inh: 18; tim23-1 inh: 21; UPR CHOP act: 2.0; Mdm2 MdmX PPI: 26; CXCR6 block: -2; tim10-1 inh: 25; XBP1 UPR activ: -1

Results for COc1ccc(/C=N/NC(=O)Cc2ccc(Cl)cc2)cc1OC ?
APJ antagonist: 6; APJ ag: 0; TIM10 inh: 31; tim23-1 inh: -21; UPR CHOP act: -0.2; Mdm2 MdmX PPI: 15; CXCR6 block: 8; tim10-1 inh: -12; XBP1 UPR activ: 5

How did O=C(Nc1ccccn1)c1ccc2c(c1)OCO2 do in these assays?
APJ antagonist: 19; APJ ag: 1; TIM10 inh: 16; tim23-1 inh: -10; UPR CHOP act: 3.5; Mdm2 MdmX PPI: -34; CXCR6 block: 0; tim10-1 inh: 3; XBP1 UPR activ: -3

High-throughput results from PubChem.

Only part of the results is shown; rates above refer to the full screens.
